Bioassay records: PubChem BioAssay, Sanford-Burnham Center for Chemical Genomics
EBI2 antag – EBI2 receptor antagonists, beta-arrestin recruitment, primary screen, cell-based, luminescence, 7a,25-OHC stimulation, uHTS; inhibition, % at 5 µM; 7a,25-OHC stimulated; G-protein coupled receptor 183 (Homo sapiens), P32249; 360,000 compounds, 0.81% hits; in the data active = inhibition above about 38%;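 also: enzyme fragment complementation signal reports receptor beta-arrestin coupling in cells; 0% = agonist plus DMSO wells and 100% = wells without agonist; some results beyond the cut were filed as inactive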
APJ antag – antagonists of human apelin receptor APJ, primary screen, CHO-K1 cells, beta-arrestin complementation, luminescence | P35414 | inhibition, % at 20 µM | 330,000 compounds, 0.32% hits | AID 2521, 2010;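 active = inhibition above about 40% at 20 µM, limit read from the data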;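 also: cells challenged with 10 nM apelin-13 agonist together with compound; plate controls were apelin-13 plus DMSO wells for no effect and DMSO wells lacking apelin-13 for full effect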
Target sequence (P35414 whole entry, looked up): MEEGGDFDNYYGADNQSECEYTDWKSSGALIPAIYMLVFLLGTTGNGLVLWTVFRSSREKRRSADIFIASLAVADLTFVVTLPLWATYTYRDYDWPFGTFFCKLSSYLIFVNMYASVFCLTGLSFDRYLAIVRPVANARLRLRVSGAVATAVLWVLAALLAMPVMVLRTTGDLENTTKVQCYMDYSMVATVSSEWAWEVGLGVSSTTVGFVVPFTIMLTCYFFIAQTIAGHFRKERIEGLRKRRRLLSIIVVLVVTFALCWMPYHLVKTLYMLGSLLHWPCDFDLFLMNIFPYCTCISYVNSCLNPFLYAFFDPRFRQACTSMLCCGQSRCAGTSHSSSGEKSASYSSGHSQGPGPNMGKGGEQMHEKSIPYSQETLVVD
CXCR6 inh – CXCR6 receptor inhibitors, primary screen, cell-based, beta-arrestin, luminescence, CHO-K1 PathHunter, 1536-well; C-X-C chemokine receptor type 6 (Homo sapiens), O00574; inhibition, % at 20 µM; 360,000 compounds, 0.36% hits; AID 602244, 2012; in the data active = inhibition above about 34%, passing the limit was not always enough;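 also: antagonist mode with CXCL16 agonist at 10 nM final; 0% = 10 nM CXCL16 with DMSO and 100% = unstimulated wells without agonist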
Target sequence (O00574 whole entry, looked up): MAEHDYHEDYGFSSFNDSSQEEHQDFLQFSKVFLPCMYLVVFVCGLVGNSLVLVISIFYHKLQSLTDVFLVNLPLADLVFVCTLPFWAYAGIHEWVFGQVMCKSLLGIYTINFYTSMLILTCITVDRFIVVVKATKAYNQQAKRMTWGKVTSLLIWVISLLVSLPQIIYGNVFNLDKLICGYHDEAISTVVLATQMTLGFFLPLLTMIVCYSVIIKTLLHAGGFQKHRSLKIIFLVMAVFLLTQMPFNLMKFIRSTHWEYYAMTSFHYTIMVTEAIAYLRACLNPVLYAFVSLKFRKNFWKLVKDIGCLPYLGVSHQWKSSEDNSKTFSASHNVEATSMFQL
APJ agonist – agonists of human apelin receptor APJ, primary screen, CHO-K1 cells, PathHunter beta-arrestin, luminescence | activation, % at 20 µM | 0% DMSO wells, 100% apelin | 330,000 compounds, 0.11% hits;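 active = activation more than six SD over the plate average, tested at 20 µM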;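 also: 0% = DMSO alone and 100% = apelin-13 at 10 nM; some results filed as inactive read as strong as hits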
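Test system: CHO-K1 APJ beta-arrestin complementation cell line | Compound: Single test compound dose, 20 µM final, 1% DMSO | Incubation: Compound 90 min 25 °C, reagent 1 h | Measured by: beta-gal luminescence | Read-out basis: APJ–arrestin association signal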
UPR XBP1 act – activators of adaptive XBP1 UPR arm, primary screen, cell-based, CHO-XBP1 luciferase reporter, luminescence, uHTS; IRE1-XBP1 UPR activation; percent of tunicamycin response, DMSO as zero; activation, % at 20 µM; 330,000 compounds, 0.33% hits; AID 463104, 2010;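 active = versus positive control, 20 µM dose yields 30% or more activation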;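 also: 100% = tunicamycin at 10 µg/mL and 0% = DMSO only wells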
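Assay system: CHO-XBP1 luciferase reporter cells; Schedule: 6 h treatment, 37 °C; Detection: glow luminescence from Steady-Glo reagent; Benchmarks: high control tunicamycin 10 µg/mL final, low control DMSO vehicle only.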
UPR CHOP act – activators of apoptotic CHOP UPR arm, primary screen, cell-based, CHO-CHOP luciferase reporter, luminescence, uHTS | UPR activation; percent of tunicamycin response over DMSO baseline | activation, % at 10 µM | 330,000 compounds, 0.34% hits | AID 449763, 2010;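 active = at 10 µM dose, activation of 40% or more, normalized to positive control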;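 also: 100% = tunicamycin at 10 µg/mL and 0% = DMSO alone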
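Assay system: CHO-CHOP cells, stable luciferase reporter of PERK-eIF2a-CHOP signalling / Buffer or medium: F12 plus 10% serum / Compound dosing: one dose, 10 µM in 0.5% DMSO / Times: 6 h compound treatment, 37 °C / Technique: luciferase luminescence / Read-out: % reporter activation, DMSO baseline versus tunicamycin full activation / Benchmarks: tunicamycin and DMSO controls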
tim23-1 inh – growth inhibitors of tim23-1 mutant yeast, primary screen, luminescence, uHTS; 330,000 compounds, 1.3% hits; S. cerevisiae tim23-1 growth, BacTiter-Glo luminescence, 24 h; inhibition, % at 20 µM; AID 463212, 2010;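 active = growth inhibition of the mutant yeast at or above 50%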;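 also: temperature-sensitive mutant grown at 25 °C; plate controls were DMSO-treated mutant yeast for no effect and medium wells lacking yeast for full effect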
CCR6 antagonist – CCR6 receptor antagonists, primary screen, cell-based, CHO-K1, luminescence, beta-arrestin, uHTS | C-C chemokine receptor type 6 (Homo sapiens), P51684 | CHO-K1 CCR6 PathHunter beta-arrestin, CCL20-stimulated | inhibition, % at 20 µM | 340,000 compounds, 0.49% hits | AID 493098, 2011;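 active = compounds whose inhibition of the agonist-driven luminescence signal at 20 µM reaches about 50%, limit read from the data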;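 also: cells stimulated with CCL20 at 14 nM final; plate controls were DMSO with CCL20 for no effect and DMSO without agonist for full effect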
Target sequence (P51684 whole entry, looked up): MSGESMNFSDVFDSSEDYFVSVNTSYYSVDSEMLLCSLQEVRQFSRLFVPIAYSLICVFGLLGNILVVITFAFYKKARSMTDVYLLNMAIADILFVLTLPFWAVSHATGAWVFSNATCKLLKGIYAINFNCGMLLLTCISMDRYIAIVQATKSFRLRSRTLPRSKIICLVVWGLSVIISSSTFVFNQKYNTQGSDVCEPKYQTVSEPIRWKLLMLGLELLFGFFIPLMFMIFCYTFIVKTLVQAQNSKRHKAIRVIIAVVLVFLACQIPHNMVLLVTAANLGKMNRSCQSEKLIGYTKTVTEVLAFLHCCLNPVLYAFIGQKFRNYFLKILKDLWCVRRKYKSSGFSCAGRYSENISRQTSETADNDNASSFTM
Mdm2 MdmX PPI – inhibitors of human Mdm2-MdmX association, primary screen, cell-based, luminescence, split luciferase, SaOS-2, uHTS; AID 485346, 2010; inhibition, % at 8 µM; Protein Mdm4 (Homo sapiens) + E3 ubiquitin-protein ligase Mdm2 (Homo sapiens), …; 330,000 compounds, 3% hits; SaOS-2 split-luciferase Mdm2/MdmX complementation;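 active = inhibition of at least 50% at 8 µM in the primary screen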
Active calls of the source: *. These rows are one share of the data (hit frequency here may not be typical).

For COc1cccc(Nc2nc3ccccc3nc2NS(=O)(=O)c2ccc(NC(C)=O)cc2)c1 the results were EBI2 antag 8, APJ antag 10, CXCR6 inh 2, APJ agonist 0, UPR XBP1 act 2, UPR CHOP act 2.8, tim23-1 inh 21, CCR6 antagonist 29 and Mdm2 MdmX PPI 1.
For CN(C)c1ccc(NC(=O)C2C3C=CC(C3)C2C(=O)O)cc1 (stereo not given) the results were EBI2 antag 1, APJ antag -25, CXCR6 inh -9, APJ agonist 0, UPR XBP1 act -8, UPR CHOP act 0.5, tim23-1 inh 17, CCR6 antagonist -13 and Mdm2 MdmX PPI 6.
For O=C(COc1ccccc1F)NCCc1ccc2c(c1)OCCO2 the results were EBI2 antag -3, APJ antag 3, CXCR6 inh 5, APJ agonist -6, UPR XBP1 act -4, UPR CHOP act -0.6, tim23-1 inh 10, CCR6 antagonist 13 and Mdm2 MdmX PPI 33.
For O=C(NCCc1ccccc1)C(=O)NCC1OCCN1S(=O)(=O)c1ccc(Cl)cc1 (stereo not given) the results were EBI2 antag -5, APJ antag 1, CXCR6 inh -3, APJ agonist -1, UPR XBP1 act -2, UPR CHOP act -0.5, tim23-1 inh -5, CCR6 antagonist -5 and Mdm2 MdmX PPI -15.
Screening CCCN1C(=O)CC(=O)N=C1SCC(=O)Nc1ccccc1F returned EBI2 antag -8, APJ antag -4, CXCR6 inh 5, APJ agonist 0, UPR XBP1 act 3, UPR CHOP act 0.2, tim23-1 inh 8, CCR6 antagonist -2 and Mdm2 MdmX PPI -9.
Screening c1ccc(-c2nn3c(Cn4nnc5ccccc54)nnc3s2)cc1 returned EBI2 antag -3, APJ antag 9, CXCR6 inh -8, APJ agonist -3, UPR XBP1 act 4, UPR CHOP act 2.0, tim23-1 inh 20, CCR6 antagonist 7 and Mdm2 MdmX PPI 1.
COc1cc(C=O)ccc1OS(=O)(=O)c1ccccc1[N+](=O)[O-] was read as EBI2 antag -8, APJ antag 1, CXCR6 inh -6, APJ agonist 1, UPR XBP1 act 0, UPR CHOP act 2.9, tim23-1 inh 17, CCR6 antagonist -2 and Mdm2 MdmX PPI -6.
`CCCCOc1ccc(Br)cc1/C(C)=N/NC1=NCCN1` gave EBI2 antag -19, APJ antag 3, CXCR6 inh -11, APJ agonist 0, UPR XBP1 act 11, UPR CHOP act 1.9, tim23-1 inh 16, CCR6 antagonist -28 and Mdm2 MdmX PPI 89*.
C=CCc1ccc(O)c(-c2ccc(O)c(CC=C)c2)c1 was read as EBI2 antag 13, APJ antag -10, CXCR6 inh 3, APJ agonist 0, UPR XBP1 act 2, UPR CHOP act 2.3, tim23-1 inh 47, CCR6 antagonist 1 and Mdm2 MdmX PPI 45.
Screening Cc1cccc(NC(=O)[C@H](NC(=O)[C@@H]2Cc3ccccc3CN2)c2ccccc2)c1 returned EBI2 antag 2, APJ antag 6, CXCR6 inh 7, APJ agonist 6, UPR XBP1 act -4, UPR CHOP act 0.5, tim23-1 inh 10, CCR6 antagonist 6 and Mdm2 MdmX PPI -24.
`Cc1ccccc1Cn1nnc(-c2ccc(F)cc2)n1` gave EBI2 antag -5, APJ antag -5, CXCR6 inh -2, APJ agonist -5, UPR XBP1 act 11, UPR CHOP act 1.6, tim23-1 inh 19, CCR6 antagonist 23 and Mdm2 MdmX PPI -8.
`CCOC(=O)c1c(C)[nH]c(C(=O)COc2ccc3ccc(=O)oc3c2)c1C` gave EBI2 antag 0, APJ antag -21, CXCR6 inh -16, APJ agonist 1, UPR XBP1 act 41*, UPR CHOP act -0.2, tim23-1 inh -7, CCR6 antagonist -15 and Mdm2 MdmX PPI 27.

2 compounds picked at random from the list so far:
For O=C(NCCc1ccccc1)C(=O)NCC1OCCN1S(=O)(=O)c1ccc(Cl)cc1 (stereo not given) the results were EBI2 antag -5, APJ antag 1, CXCR6 inh -3, APJ agonist -1, UPR XBP1 act -2, UPR CHOP act -0.5, tim23-1 inh -5, CCR6 antagonist -5 and Mdm2 MdmX PPI -15.
`Cc1ccccc1Cn1nnc(-c2ccc(F)cc2)n1` gave EBI2 antag -5, APJ antag -5, CXCR6 inh -2, APJ agonist -5, UPR XBP1 act 11, UPR CHOP act 1.6, tim23-1 inh 19, CCR6 antagonist 23 and Mdm2 MdmX PPI -8.

Continuation:
Cc1cc(NNC(=O)c2ccccc2)nc(NNC(=O)c2ccccc2)n1 was read as EBI2 antag -6, APJ antag -9, CXCR6 inh -5, APJ agonist -4, UPR XBP1 act 0, UPR CHOP act -0.2, tim23-1 inh -7, CCR6 antagonist -5 and Mdm2 MdmX PPI 0.
`Cc1ccc(NC(=O)Nc2nnc(-c3ccccc3F)s2)cc1` gave EBI2 antag -2, APJ antag -4, CXCR6 inh -4, APJ agonist 2, UPR XBP1 act -1, UPR CHOP act 3.6, tim23-1 inh -14, CCR6 antagonist -12 and Mdm2 MdmX PPI -25.
Screening CC(NC(=O)c1ccc(C(F)(F)F)cc1)C(c1ccccc1)N1CCOCC1 (stereo not given) returned EBI2 antag 4, APJ antag 11, CXCR6 inh -4, APJ agonist -1, UPR XBP1 act 1, UPR CHOP act 1.5, tim23-1 inh 4, CCR6 antagonist 3 and Mdm2 MdmX PPI 2.
For Nc1cnccc1C(=O)O the results were EBI2 antag 3, APJ antag -16, CXCR6 inh 1, APJ agonist 1, UPR XBP1 act -2, UPR CHOP act 1.8, tim23-1 inh 6, CCR6 antagonist 3 and Mdm2 MdmX PPI 15.
Screening CCOC(=O)c1cc(-c2csc(COc3ccccc3Cl)n2)on1 returned EBI2 antag -3, APJ antag 6, CXCR6 inh -1, APJ agonist -2, UPR XBP1 act 0, UPR CHOP act 3.7, tim23-1 inh -10, CCR6 antagonist -37 and Mdm2 MdmX PPI 9.
Screening CC(C)C(=O)Nc1cc(-c2nc3ncccc3o2)ccc1Cl returned EBI2 antag -2, APJ antag 4, CXCR6 inh -16, APJ agonist -2, UPR XBP1 act -3, UPR CHOP act 2.1, tim23-1 inh 22, CCR6 antagonist -5 and Mdm2 MdmX PPI 18.
O=C(NCc1ccco1)NC(=O)c1csc([N+](=O)[O-])c1 was read as EBI2 antag 0, APJ antag -18, CXCR6 inh -15, APJ agonist 3, UPR XBP1 act 1, UPR CHOP act -2.7, tim23-1 inh 16, CCR6 antagonist -10 and Mdm2 MdmX PPI -12.
`O=C(NCCNc1ccc([N+](=O)[O-])cc1)c1cccc(Br)c1` gave EBI2 antag 13, APJ antag -1, CXCR6 inh -4, APJ agonist -3, UPR XBP1 act -3, UPR CHOP act 0.2, tim23-1 inh -5, CCR6 antagonist 21 and Mdm2 MdmX PPI 17.
For O=C(COc1ccccc1Cl)Nc1ccccc1C(=O)Nc1cccc(C(=O)O)c1 the results were EBI2 antag -7, APJ antag -8, CXCR6 inh -4, APJ agonist 1, UPR XBP1 act -3, UPR CHOP act 0.0, tim23-1 inh -4, CCR6 antagonist 2 and Mdm2 MdmX PPI 27.
CN(C)Cc1ccccc1C1(O)c2ccccc2CSc2ccccc21 (stereo not given) was read as EBI2 antag 21, APJ antag 26, CXCR6 inh 0, APJ agonist -7, UPR XBP1 act -3, UPR CHOP act 1.9, tim23-1 inh 35, CCR6 antagonist 31 and Mdm2 MdmX PPI 9.
For CCOC(=O)c1sc(NC(=O)Nc2ccccc2)cc1C the results were EBI2 antag 17, APJ antag -1, CXCR6 inh -1, APJ agonist 3, UPR XBP1 act 4, UPR CHOP act 5.1, tim23-1 inh 6, CCR6 antagonist 8 and Mdm2 MdmX PPI -163.
`CN1CCN(S(=O)(=O)c2ccc(NC(=S)NC(=O)C(C)(C)C)cc2)CC1` gave EBI2 antag -9, APJ antag -17, CXCR6 inh 14, APJ agonist -4, UPR XBP1 act -1, UPR CHOP act -1.7, tim23-1 inh 28, CCR6 antagonist 9 and Mdm2 MdmX PPI -1.
COc1ccc(OC)c(C2C3=C(COC3=O)Nc3cc4c(cc32)OCO4)c1 (stereo not given) was read as EBI2 antag -16, APJ antag -11, CXCR6 inh -1, APJ agonist 1, UPR XBP1 act 26, UPR CHOP act -2.2, tim23-1 inh 21, CCR6 antagonist 6 and Mdm2 MdmX PPI 55*.
Screening CCOC(=O)c1noc(C)c1C(=O)Nc1nccs1 returned EBI2 antag -12, APJ antag 6, CXCR6 inh 7, APJ agonist -1, UPR XBP1 act 0, UPR CHOP act 1.4, tim23-1 inh 22, CCR6 antagonist 12 and Mdm2 MdmX PPI 20.
Screening O=C(Nc1c2c(nc3ccccc13)CCCC2)c1ccccc1Br returned EBI2 antag 2, APJ antag -5, CXCR6 inh 5, APJ agonist -2, UPR XBP1 act -2, UPR CHOP act -0.2, tim23-1 inh -4, CCR6 antagonist 11 and Mdm2 MdmX PPI -2.
`COc1ccc(-n2c(Cc3ccccc3)nnc2SCC(=O)N2CCCc3ccccc32)cc1` gave EBI2 antag 12, APJ antag 21, CXCR6 inh 4, APJ agonist 1, UPR XBP1 act -1, UPR CHOP act -0.4, tim23-1 inh 8, CCR6 antagonist 7 and Mdm2 MdmX PPI 14.
For CN(C)CCN1C(=O)C(=O)/C(=C(/O)c2ccc(S(=O)(=O)N3CCOCC3)cc2)C1c1ccccc1 (stereo not given) the results were EBI2 antag -15, APJ antag -6, CXCR6 inh -7, APJ agonist -4, UPR XBP1 act -1, UPR CHOP act -1.0, tim23-1 inh -8, CCR6 antagonist 8 and Mdm2 MdmX PPI -2.
CCn1nc(C)c(/C=N/NC(=O)c2nc3nc(C)cc(C)n3n2)c1C was read as EBI2 antag -3, APJ antag 10, CXCR6 inh 18, APJ agonist 4, UPR XBP1 act -1, UPR CHOP act -2.6, tim23-1 inh 12, CCR6 antagonist 5 and Mdm2 MdmX PPI -5.
For COc1ccccc1NS(=O)(=O)c1ccc(C(N)=O)cc1 the results were EBI2 antag -5, APJ antag 19, CXCR6 inh 6, APJ agonist -1, UPR XBP1 act -3, UPR CHOP act -3.0, tim23-1 inh 11, CCR6 antagonist 0 and Mdm2 MdmX PPI 14.
For COc1ccc(CCNC(=O)CC2Oc3ccc(Cl)cc3NC2=O)cc1OC (stereo not given) the results were EBI2 antag -2, APJ antag 3, CXCR6 inh -7, APJ agonist -3, UPR XBP1 act -2, UPR CHOP act 1.7, tim23-1 inh 4, CCR6 antagonist 0 and Mdm2 MdmX PPI -24.
